# Source: PubChem (several laboratories)
# OX1R antag – blocks the human orexin 1 receptor | inhibition, % at 5 µM | O43613 | CHO/OX1R cells, Fluo-8 calcium fluorescence, orexin A | hit rate 0.43% among 330,000;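 active means inhibition above its plate's threshold, mean inhibition of all tested compounds on the plate plus 3 SD, cut at about 37% in these data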;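 further: 0% = orexin A challenge wells and 100% = SB-334867-A antagonist wells; not every result past the cut was called active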
# Target sequence (O43613 whole entry, looked up): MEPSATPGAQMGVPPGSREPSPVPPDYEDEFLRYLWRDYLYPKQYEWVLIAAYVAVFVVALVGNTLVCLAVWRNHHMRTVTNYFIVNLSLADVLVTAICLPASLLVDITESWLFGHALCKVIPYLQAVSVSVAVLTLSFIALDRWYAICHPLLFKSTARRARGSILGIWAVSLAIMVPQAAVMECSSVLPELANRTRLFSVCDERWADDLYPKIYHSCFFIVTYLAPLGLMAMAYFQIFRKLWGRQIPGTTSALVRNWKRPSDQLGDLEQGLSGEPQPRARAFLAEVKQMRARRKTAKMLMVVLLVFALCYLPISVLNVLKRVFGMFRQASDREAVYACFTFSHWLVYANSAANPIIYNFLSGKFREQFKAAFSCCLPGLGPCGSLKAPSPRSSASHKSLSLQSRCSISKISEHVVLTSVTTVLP
# CHT allo act – allosterically activates the human high affinity choline transporter | B-score at 10 µM | Q9GZV3 | hit rate 0.49% among 310,000 | CHT-expressing cells, membrane potential dye, choline EC20; stronger effect = higher value; LV-AA mutant CHT in HEK293 cells | AID 488977;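 active means initial fluorescence not abnormally high and integrated response B-score, plate-corrected, over 3 SD above library mean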
# Target sequence (Q9GZV3 whole entry, looked up): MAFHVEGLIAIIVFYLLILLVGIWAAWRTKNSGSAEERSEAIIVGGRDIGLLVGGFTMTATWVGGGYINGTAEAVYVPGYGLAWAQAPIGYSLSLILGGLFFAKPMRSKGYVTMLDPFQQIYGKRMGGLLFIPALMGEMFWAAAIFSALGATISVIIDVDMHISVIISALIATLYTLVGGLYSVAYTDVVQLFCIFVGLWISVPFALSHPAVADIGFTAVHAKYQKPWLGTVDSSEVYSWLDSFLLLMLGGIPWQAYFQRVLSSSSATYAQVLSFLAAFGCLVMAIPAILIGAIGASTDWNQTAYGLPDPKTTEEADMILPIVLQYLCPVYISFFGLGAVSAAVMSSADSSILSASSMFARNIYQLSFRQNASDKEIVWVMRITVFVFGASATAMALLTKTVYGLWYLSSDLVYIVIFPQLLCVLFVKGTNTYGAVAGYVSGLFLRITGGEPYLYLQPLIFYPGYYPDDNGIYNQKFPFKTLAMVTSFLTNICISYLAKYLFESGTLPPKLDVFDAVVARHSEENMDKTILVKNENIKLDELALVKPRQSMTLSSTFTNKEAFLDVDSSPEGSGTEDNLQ
# Active calls of the source: *; i = inactive; nt = not tested or not shown.
mol | OX1R antag | CHT allo act
C=CCC(CC=C)(NC(=O)c1cccc(C)c1)c1ccccc1 | -22.0 | i
COc1cccc(-c2cc(C(=O)NCCCN3CCOCC3)no2)c1 | -11.2 | i
O=C(O)Cn1cnc2c(=S)nc[nH]c21 | -6.3 | i
COc1ccc(-c2ccc(CCC(=O)O)n2-c2ccccc2OC)cc1 | 0.6 | i
COc1ccc(-c2cc(-c3cc(C)ccc3O)[nH]n2)cc1 | -26.8 | i
O=C(C1CCOCC1)N1CCCC(N2CCN(c3cccc(C(F)(F)F)c3)CC2)C1 (centres undefined) | -15.0 | i
CCCSc1ccc([C@@H]2[C@@H]3C(=O)N(C)C(=O)[C@@H]3[C@]3(C(=O)OC)CCCCN23)cc1OC | -27.4 | i
O=C(Nc1ccc(F)cc1)C1CCCN1S(=O)(=O)c1cccc2nsnc12 (centres undefined) | 24.9 | i
COc1ccc(-c2nc3c(Br)c(N)c(Br)cc3o2)cc1 | -1.7 | i
O=C(c1ccc(F)cc1)C1CCN(C(=O)c2c(F)cccc2F)CC1 | -16.1 | i
COc1ccc(S(=O)(=O)NCC(=O)N(CC(=O)NC(C)(C)C)Cc2cccs2)cc1 | -6.2 | i
COc1ccc(Cl)cc1N(CC(=O)Nc1ccccc1C(=O)N1CCOCC1)S(C)(=O)=O | -12.0 | i
CC1=NN(C(=O)c2ccc(C)o2)C(O)(c2ccccc2)C1 (centres undefined) | -14.0 | i
CC(c1ccon1)N(C)C(=O)CCc1nnc(CCCCc2ccccc2)o1 (centres undefined) | -18.3 | i
CC1(OC(=O)c2cccs2)C(=O)C=C2C=C(c3ccsc3)OC=C2C1=O (centres undefined) | 15.6 | i
COC(=O)c1ccc(N=NNc2ccc(C(=O)OC)cc2)cc1 | 19.1 | i
CC1CCC2(CC1)NC(=O)N(CC(=O)c1ccc[nH]1)C2=O (centres undefined) | -8.2 | i
CN(C)S(=O)(=O)c1ccc(N2CCCC2)c(C(=O)Nc2ccc(F)cc2F)c1 | -32.3 | i
COc1cccc(CC2(CO)CCCN(Cc3cn(C)c4ccccc34)C2)c1 (centres undefined) | -23.9 | i
O=C(c1cccc([N+](=O)[O-])c1)N1CCN(c2n[nH]c(=O)[nH]c2=O)CC1 | -10.6 | i
COc1ccc(CC(=O)OCC(=O)Nc2ccc3c(c2)OCCO3)cc1OC | -18.3 | i
COC(=O)N/N=C/c1cc(Cl)cc(Cl)c1OCc1ccc(F)cc1 | -45.5 | i
CCOc1cc(N2CCOCC2)c(OCC)cc1NC(=O)COC(=O)COc1ccc(C#N)cc1 | -18.6 | i
NC(=S)N/N=C/c1coc2ccc(F)cc2c1=O | 11.0 | i
C#CCOCCOCCOCCNc1nc(N2CCN(C(=O)C([C@@H](C)CC)n3cc(C(N)COC(=O)C(F)(F)F)nn3)CC2)nc(N2CCN(C(=O)C([C@@H](C)CC)n3cc(C(N)CC(C)C)nn3)CC2)n1 (some centres undefined) | 5.9 | i
CC(=O)OCC(=O)N1N=C(c2ccc3ccccc3c2)CC1c1ccccc1 (centres undefined) | -11.1 | i
CCOc1ccc(Nc2ncnc3ccc([N+](=O)[O-])cc23)cc1 | -39.1 | i
CCN(C(=O)COC(=O)CCC(=O)c1cccs1)c1c(N)n(Cc2ccccc2)c(=O)[nH]c1=O | -2.9 | i
Cc1cc2oc(=O)cc(CN3CCN(C/C=C/c4ccccc4)CC3)c2cc1O | 1.7 | i
CC1(C)C(=O)CC[C@]2(C)C3C(=O)C=C4[C@H]5C[C@@](C)(C(=O)O)CC[C@]5(C)CC[C@]4(C)[C@]3(C)CC[C@@H]12 (some centres undefined) | 10.6 | i

# In the list so far, 5 have an NH in an aromatic ring.
mol | OX1R antag | CHT allo act
O=C(O)Cn1cnc2c(=S)nc[nH]c21 | -6.3 | i
COc1ccc(-c2cc(-c3cc(C)ccc3O)[nH]n2)cc1 | -26.8 | i
CC1CCC2(CC1)NC(=O)N(CC(=O)c1ccc[nH]1)C2=O (centres undefined) | -8.2 | i
O=C(c1cccc([N+](=O)[O-])c1)N1CCN(c2n[nH]c(=O)[nH]c2=O)CC1 | -10.6 | i
CCN(C(=O)COC(=O)CCC(=O)c1cccs1)c1c(N)n(Cc2ccccc2)c(=O)[nH]c1=O | -2.9 | i

# (listing goes on)
mol | OX1R antag | CHT allo act
CC1CCN(C(=O)c2[nH]cnc2C(=O)Nc2ccon2)CC1 | -40.2 | nt
COC(=O)c1ccc(CSc2nc3sc(C)c(C)c3c(=O)[nH]2)cc1 | -13.6 | i
C/C(=N/O)c1ccc2c(c1)OCCOCCOc1cc(/C(C)=N/O)ccc1OCCOCCO2 | -3.2 | i
COc1ccc(CN2C(=O)CCC2(C)C(=O)NC2CCCCCC2)cc1 (centres undefined) | -16.1 | i
CC(=O)N(c1ccccc1)C1SC(=O)N(c2ccccc2)C1=O (centres undefined) | 17.4 | i
Cc1nc2nc(C)n(-c3ccccc3)c2s1 | -22.5 | i
CC(=O)N1CCC2(CC1)C(C#N)=C(N)Oc1n[nH]c(C)c12 | 2.6 | i
CC/C(=C(/CC)c1ccc(O)cc1)c1ccc(O)cc1 | 4.3 | i
Cc1ccc(-c2nc3ncccc3o2)cc1NC(=S)NC(=O)c1ccco1 | -9.0 | i
COc1ccc(C2=NOC(Cn3nc(C(=O)NCc4cccc(Br)c4)cc3-c3ccccc3)C2)cc1 (centres undefined) | 11.7 | nt
O=C(COC(=O)c1cc(Cl)ccc1Cl)NCCN1C(=O)CSC1=O | -3.4 | i
CCn1ncc([C@@H]2C[C@H]3CN(Cc4cccc(Cl)c4)C(=O)[C@]34CCCN24)c1C | -30.7 | i
O=C(NC1CCCCC1)C(c1ccco1)N(C(=O)c1csnn1)c1ccccc1 (centres undefined) | -25.0 | i
CC1(C)Cc2c(cnn2-c2ccc(F)cc2)C(NC(=O)c2ccco2)C1 (centres undefined) | -12.3 | i
Cc1cccc2nc(-c3ccccc3)nc(N3CCC(O)(c4ccc(Cl)cc4)CC3)c12 | -32.5 | i
COc1ccc(NC(=O)CN(C)C(=O)Cc2ccc3c(c2)OCCO3)cc1 | -2.1 | i
O=C(CC(c1ccccc1)c1ccccc1O)N1CCCC1 (centres undefined) | -33.6 | i
COc1ccc(OC)c(CCNC(=O)c2ccc(NC3=NC4CS(=O)(=O)CC4S3)cc2)c1 (centres undefined) | -15.3 | i
CCOc1ccc(S(=O)(=O)NCCC(=O)OC(C)C(=O)N2CCc3ccccc32)cc1 (centres undefined) | -39.1 | i
CCSc1nnc(NC(=O)c2ccc3ccccc3n2)s1 | 78.8* | i
COc1ccc(OC)c(NC(=O)CNC(=O)c2cccs2)c1 | -12.2 | i
C=CCn1c(SCC(=O)N2CC(C)OC(C)C2)nnc1-c1ccncc1 (centres undefined) | -0.8 | nt
O=C(CCC1N=C2c3ccccc3N=C(SCc3ccc(Cl)cc3)N2C1=O)NCc1ccco1 (centres undefined) | -22.3 | i
COCCn1c(-c2ccc(NC(C)=O)cc2)nc2c1c(=O)[nH]c(=O)n2CC(C)C | -14.2 | i
NNC(=O)C(=O)Nc1ccc(Cl)c(Cl)c1 | -1.4 | i
CCOc1ccccc1/C=C/c1onc(C)c1S(=O)(=O)N1CCC(C(=O)N(CC)CC)CC1 | -34.8 | i
O=[N+]([O-])c1cc(/C=N/N2CCN(Cc3ccccc3)CC2)ccc1Cl | -19.1 | i
CCC1CSC(Nc2ccc(C(=O)/C=C/c3ccc(Br)cc3)cc2)=N1 (centres undefined) | -18.8 | i
COC(=O)c1ccc(Cl)c(NC(=O)CN(c2ccc3c(c2)OCO3)S(C)(=O)=O)c1 | 4.9 | i
CCOCCCNC(=O)c1cc(Sc2nnc(C)s2)nc2ccccc12 | -29.0 | i
CNc1snc(C)c1C(=O)OC(C)C(=O)Nc1ccc(F)cc1 (centres undefined) | -10.9 | nt
CCOC(=O)C(=CNc1nc(-c2ccc3ccccc3c2)cs1)C(=O)OCC | -26.4 | i
COc1ccc(NC(=O)C2CCN(c3cnccn3)CC2)cc1OC | -8.2 | i
Cc1cc(C)nc(N2CCCC(C(=O)Nc3ccc4c(c3)OCCO4)C2)n1 (centres undefined) | -23.8 | i
COc1cc(CC(=O)NCCc2ccc(OCc3ccccc3)cc2)c([N+](=O)[O-])cc1OC | -13.5 | i
CCn1c(CNC(=O)c2cccs2)nnc1SCC(=O)Nc1cc(Cl)ccc1C | -6.6 | i
CC1(c2ccc(OCC#N)cc2)C=C(c2ccc(OCC#N)cc2)n2nc(C(F)(F)F)nc2N1 (centres undefined) | -9.6 | i
CCN1CCCC(NC(=O)c2scc3c2CCCC3)C1 (centres undefined) | -57.2 | i
O=C(NCCN1CCN(c2ccccc2Cl)CC1)Nc1ccccc1 | -18.3 | i
Nc1nc(Nc2ccccc2)nc(C(F)(F)F)n1 | -6.2 | i
CCCn1nnc(NC(=O)/C=C/c2ccccc2)n1 | -5.2 | i
COc1ccc(Cl)cc1NC(=O)Cc1c(F)cccc1Cl | -7.0 | i
COC(=O)c1ccc(CN2CCC(Oc3ccc(C(=O)N4CCCCC4)cc3)CC2)cc1 | -17.1 | i
CCOc1ccccc1/C=N/NC(=O)C[n+]1ccccc1 | -12.6 | nt
O=C(Nc1ccc(Cc2ccncc2)cc1)C1CCC(N2C(=O)C3C4C=CC(C4)C3C2=O)CC1 (centres undefined) | 6.5 | i
CCCCn1c(N)c(N(CCOC)C(=O)CSc2nnc(-c3ccc(C(C)(C)C)cc3)n2N)c(=O)[nH]c1=O | -14.0 | i
O=C(c1ccccc1Oc1ccccc1)N1CCN(c2ccccc2)CC1 | 1.8 | i
COc1ccc(C(=O)CCC(=O)NC2=NCCS2)cc1 | -1.1 | i
COC(=O)c1ccccc1SCC(=O)Nc1ccc(N2CCOCC2)cc1 | -0.1 | i
COc1cccc(C(=O)N2CCN(C3CCN(Cc4ccccc4)CC3)CC2)c1OC | -8.1 | i

# Next compounds
mol | OX1R antag | CHT allo act
COC(=O)c1ccc(C2/C(=C(/O)c3ccc4c(c3)CC(C)O4)C(=O)C(=O)N2Cc2cccnc2)cc1 (centres undefined) | -7.0 | i
O=c1c([N+](=O)[O-])c(N2CCCCCC2)c2ccccc2n1-c1ccccc1 | -12.2 | i
Cc1cc(C)c(C(=O)CN2C(=O)NC3(CCCCC3)C2=O)cc1C | -30.5 | i
Cc1nc2ccccc2n1CCCOc1ccccc1 | -24.8 | i
O=C(COc1ccc(Cl)cc1)Nc1ccc2c(c1)OCO2 | -0.7 | i
Cc1ccc(OC(C)C(=O)Nc2ncc(Cl)cc2Cl)c([N+](=O)[O-])n1 (centres undefined) | -26.6 | nt
CCCC(c1nnnn1C(C)(C)CC)N1CCN(C(=O)c2ccco2)CC1 (centres undefined) | -2.1 | i
COc1ccc(NS(=O)(=O)c2ccc(NC(C)=O)cc2)nn1 | -10.5 | i
COc1cc(NC(=O)C2CCCN(S(=O)(=O)c3ccc4c(c3)oc(=O)n4C)C2)cc(OC)c1 (centres undefined) | 0.4 | i
Cc1csc(-c2coc3cc(O)cc(C)c3c2=O)n1 | 60.1* | i
CS(=O)(=O)N1CCC(C(=O)Nc2ccccc2Cl)CC1 | nt | i
O=C(Nc1cc(C(F)(F)F)ccc1N1CCOCC1)c1ccncc1 | -9.2 | nt
COc1ccc2c(c1)c1ncn(CCN3CCCC3)c(=O)c1n2C | -6.6 | 6.49*
Cc1cccnc1NC(=O)c1cccc(S(=O)(=O)NCc2ccccc2)c1 | -5.7 | i
CC(C)Sc1nnc(NC(=O)C2CC2)s1 | -9.5 | i
CN(N)C(=S)Nc1ccc(Cl)cc1 | -12.3 | i
Cn1c2ccccc2c(=O)c2c(O)cccc21 | -18.4 | i
Cc1cccc(Oc2cnn(C(C)(C)C)c(=O)c2Cl)c1 | -31.7 | i
CC12CC(NC(=O)N1CCc1ccccc1)c1cc(Cl)ccc1O2 (centres undefined) | -18.3 | i
Cc1nn(Cc2ccc(Cl)c(Cl)c2)c(C)c1NC(=O)c1sc2ccccc2c1Cl | -24.1 | i
CC/C(=N/N=C(\CC)c1ccccc1)c1ccccc1 | -7.4 | i
COc1ccc(CN([C@H](CO)CC(C)C)S(=O)(=O)N(Cc2ccccc2)[C@H](CO)CC(C)C)cc1 | 67.1* | nt
COc1ccc(-c2c(-c3ccccc3)n(C)c3ccccc23)cc1 | -32.5 | nt
CCOC(=O)c1nsnc1NCCSC(=N)N | -14.4 | i
N#Cc1ccsc1NC(=O)COC(=O)c1cc2ccccc2cc1O | -8.3 | i
Cc1ccc(C(CNS(=O)(=O)c2ccc([N+](=O)[O-])cc2)N2CCN(C)CC2)cc1 (centres undefined) | -29.2 | i
O=S(=O)(c1ccc(OCC(O)CN2CCN(c3ccccc3)CC2)cc1)N1CCOCC1 (centres undefined) | 8.2 | i
COc1cc(/C=C2\SC(=S)N(c3cccnc3)C2=O)ccc1O | 29.7 | i
O=C(Nc1cccc([N+](=O)[O-])c1)NC1CCCCCCC1 | nt | i
COc1ccc(OCC(=O)Nc2cc(C)c(Cl)cc2OC)c([N+](=O)[O-])c1 | -6.4 | i
CCCC1(CCC)C(=O)NC(=NCCc2ccc(OC)c(OC)c2)NC1=O | -5.6 | i
Cc1ccc(C(=O)O)cc1NC(=S)NCCc1ccccc1 | -7.0 | i
CCOC(=O)Nc1ccc(S(=O)(=O)NCc2ccccc2)cc1 | -5.9 | i
CCOc1cc(NCCN2CCOCC2)c([N+](=O)[O-])cc1OCC | -25.6 | i
O=C(NN=C1CCCC1)C(=O)Nc1cccc(C(F)(F)F)c1 | -24.2 | i

# 2 entries from above, with values under each structure:
# Every second line gives: OX1R antag	CHT allo act
> CCCC1(CCC)C(=O)NC(=NCCc2ccc(OC)c(OC)c2)NC1=O
  -5.6	i
> Cc1ccc(C(=O)O)cc1NC(=S)NCCc1ccccc1
  -7.0	i
